# Screens as filed in PubChem.
# ALOX12 inhib – qHTS Assay for Inhibitors of 12-hLO (12-human lipoxygenase) | actives 0.12% (n = 150,000) | purified 12-hLO, xylenol orange hydroperoxide absorbance | Polyunsaturated fatty acid lipoxygenase ALOX12 (Homo sapiens), P18054 | AID 1452, 2008 | Potency, µM (titrated, usually from 57.1 µM), for inactives: at the highest dose activity change, negative = inhibition, most hits filed as inhibitors; further: potency means the concentration at half of the fitted maximal effect; nearly all actives have a fitted effect of over 55% in size; many of its hits are not listed in these tables
# Target sequence (P18054 whole entry, looked up): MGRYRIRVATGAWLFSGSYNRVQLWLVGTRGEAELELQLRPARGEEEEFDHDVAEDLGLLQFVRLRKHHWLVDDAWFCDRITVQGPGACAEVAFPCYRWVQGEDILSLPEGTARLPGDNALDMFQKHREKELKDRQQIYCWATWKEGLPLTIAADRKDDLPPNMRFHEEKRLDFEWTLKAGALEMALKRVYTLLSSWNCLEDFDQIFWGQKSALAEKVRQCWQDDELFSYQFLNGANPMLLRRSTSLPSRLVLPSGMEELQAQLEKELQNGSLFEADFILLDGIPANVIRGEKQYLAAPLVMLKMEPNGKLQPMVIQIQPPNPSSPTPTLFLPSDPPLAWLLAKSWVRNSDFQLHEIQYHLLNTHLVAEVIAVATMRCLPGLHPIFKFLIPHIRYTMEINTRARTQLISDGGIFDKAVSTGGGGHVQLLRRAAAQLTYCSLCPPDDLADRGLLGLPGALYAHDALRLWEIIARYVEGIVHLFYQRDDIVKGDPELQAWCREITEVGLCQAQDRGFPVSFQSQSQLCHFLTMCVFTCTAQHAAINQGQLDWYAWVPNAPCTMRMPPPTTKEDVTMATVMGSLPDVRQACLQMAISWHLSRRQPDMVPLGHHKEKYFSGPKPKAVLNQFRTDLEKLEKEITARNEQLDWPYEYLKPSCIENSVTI
#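 150 nM 12hLO, 25 mM Hepes pH 7.0 + 0.01% Triton X-100; cpd preinc 15 min RT; 40 uM arachidonic acid, 30 min RT; Fe-XO 30 min; A573/A405 ratio as read-out.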
# PNC inhibitor – High Content Assay for Compounds that inhibit the Assembly of the Perinucleolar Compartment; PC3M PTB-GFP, PNC prevalence imaging, 16 h; hits give low values; activity change (PNC), negative = inhibition, % at 10 µM; actives 3.1% (n = 140,000); AID 2417, 2010;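 active means readout at or below -70, meaning at least 70% loss of cells showing the perinucleolar compartment, a nuclear body marking cancer cells; inconclusive means readout between -30 and a set limit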;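 further: plate controls were DMSO wells for no effect and camptothecin positive control wells for full effect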
#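 Compounds are pinned in duplicate onto adhered PC3M cells stably expressing GFP-tagged PTB and incubated 16 h at 37 C. Cells are then fixed, nuclei stained with Hoechst, and PNC-positive cells counted.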
# IMPase inh – qHTS Assay for Identifying the Cell-Membrane Permeable IMPase Inhibitors; inhibition (IP1 accumulation), % at 46.1 µM; CHO-M1 cells, IP1 accumulation, HTRF TR-FRET ratio; 120,000 tested, under 10 active; Inositol monophosphatase 1 (Rattus norvegicus), P97697; active means well fitted curve in the direction sought with a large enough effect in the signal ratio, not every such curve was filed as active; inconclusive means small, poorly fitted or top-dose-only effect, or a change in a side signal; inactive means no such curve, though single readings can be large or run the other way; the % refers to the signal ratio;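 further: cells stimulated with carbachol in lithium chloride buffer; plate controls were DMSO basal wells for no effect and reference inhibitor wells for full effect; higher means more IMPase inhibition seen as more IP1 and lower FRET ratio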
# Target sequence (P97697 whole entry, looked up): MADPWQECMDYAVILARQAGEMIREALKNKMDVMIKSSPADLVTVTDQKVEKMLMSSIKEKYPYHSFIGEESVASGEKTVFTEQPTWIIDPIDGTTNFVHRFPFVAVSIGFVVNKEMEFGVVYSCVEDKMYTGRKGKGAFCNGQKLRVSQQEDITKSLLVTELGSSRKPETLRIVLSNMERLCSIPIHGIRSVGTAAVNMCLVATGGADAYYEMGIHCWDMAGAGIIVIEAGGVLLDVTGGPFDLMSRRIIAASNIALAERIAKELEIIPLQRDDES
#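 In this qHTS, compounds (final up to 46 uM) act on CHO-M1 cells that are then activated through the M1 receptor with carbachol, in pH 7.4 buffer containing 50 mM LiCl, for 30 min. IP1 accumulation is quantified by the IP-One immunoassay.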
# ALOX15B inhib – qHTS Assay for Inhibitors of 15-hLO-2 (15-human lipoxygenase 2); Potency, µM (doses to about 57.1 µM), inactives show top-dose activity change, negative = inhibition, actives largely listed as inhibitors; Polyunsaturated fatty acid lipoxygenase ALOX15B (Homo sapiens), O15296; purified 15hLO-2, xylenol orange hydroperoxide absorbance; actives 0.56% (n = 110,000); further: potency means the concentration at half of the fitted maximal effect; nearly all actives have a fitted effect of over 60% in size; many of its hits are not listed in these tables
#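 Screening format was qHTS against 50 nM purified 15hLO-2 in Hepes pH 7.5 with detergent. Activity follows hydroperoxide formation from 45 uM arachidonic acid, measured as 573:405 nm absorbance ratio of the ferric-xylenol orange complex.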
# * marks the source's active call; other numbers are inactive results; ? = inconclusive; nt = no result given; [ ] = remark or other dose. Unless noted, the call rests on the fitted dose curve; in most records, active means well fitted curve in the direction sought with a large enough effect; inconclusive means small, poorly fitted or top-dose-only effect, or another doubt; inactive means no such curve, though single readings can be large; an effect the other way counts as inactive or inconclusive. Unless noted, on the % scale 0 is the no-effect control and ±100 the full control effect. This is a subset; the hit share may differ from the screen's.
SMILES,ALOX12 inhib,PNC inhibitor,IMPase inh,ALOX15B inhib
O=C1OCCN1C(=O)[C@H]1[C@H](c2ccccc2)C(c2ccc(F)cc2)=NN1c1ccc(Br)cc1,-7%[0.00818 µM],nt,nt,-5%[0.0915 µM]
CCOC(=O)c1ccc(CN(Cc2ccc(C)cc2)S(=O)(=O)c2cccc([N+](=O)[O-])c2)cc1,0%,41,nt,nt
CN(CC(=O)Nc1ccncc1)S(=O)(=O)c1ccccc1,0%,47,5,-4%
CCn1c(COc2cccc3ccccc23)nnc1SCC(=O)OC1CCCCC1,-26%,20,3,11%
COC(=O)c1cn(-c2ccccc2)nc1-c1ccccc1,7%,6,5,10%
CC1(C)CC(NC(=O)c2ccc3c(c2)OCO3)CC(C)(C)N1,-1%,-1,-8,5%
COc1ccc(C/C(N)=N/n2cnnc2)cc1,0%,15,?,-1%
Cc1ccccc1C(=O)NC1CCN(Cc2nnnn2CCc2ccccc2)CC1,0%,?,-6,-1%
CCOc1ccc(-c2[nH]nc3c2C(c2ccc(O)cc2)C(C#N)=C(N)O3)cc1 (stereo not drawn),?,?,4,0%
COc1ccccc1Oc1coc2cc(O)ccc2c1=O,-8%,?,-7,-10%
O=C(COc1ccc2c(C(F)(F)F)cc(=O)oc2c1)Nc1ccc(N2CCOCC2)cc1,-3%,?,-1,nt
Cc1nnc2ccc(N3CCCC3)nn12,0%,?,?,-2%
CCOC(=O)/C(C(N)=NC)=C(\O)c1ccccc1,3%,-8,13,4%
CCCn1nc(-c2ccccc2)c2nc3ccccc3nc21,9%,-13,-2,-5%
COc1ccc(OC)c(-c2cc(C(=O)Nc3c(C)nn(Cc4ccccc4)c3C)no2)c1,-15%,-18,0,22%
Cc1oc(C(C)(C)C)cc1C(=O)Nc1cccc(/C=C\C(=O)O)c1,1%,0,nt,nt
Nc1ccc(Sc2cc(Cl)nc(N)n2)cc1,9%,37,1,12%
O=C(COC(=O)c1cccc([N+](=O)[O-])c1)NCc1ccc2c(c1)OCO2,-3%,-18,4,nt
COc1ccc(OC)c(C2=NOC(C(=O)Nc3cc(C)nn3-c3ccccc3)C2)c1 (stereo not drawn),2%,?,-1,nt
O=C1Nc2ccccc2N=C(c2ccccc2)C1N1CCOCC1 (stereo not drawn),-3%,?,-2,-5%
O=C(Nc1ccc2c(c1)OCO2)C(c1ccccc1)N1CCCCC1 (stereo not drawn),6%,18,8,14%
Cc1cccc(C)c1NC(=O)C(c1ccccc1)N1CCOCC1 (stereo not drawn),-2%,?,10,nt
CCc1ccc2[nH]c(=O)c(CN(CCN(CC)CC)C(=O)NC3CCCCC3)cc2c1,2%,8,16,41%[activator]
CCC(=Nc1ccc(Cc2ccncc2)cc1)c1c(O)n(C)c(=O)n(C)c1=O,-3%,29,3,2%
COc1ccc(C(=O)Nc2ccc3c(c2)nc2n3CCSC2)cc1,-9%,13,2,14%
SMILES,ALOX12 inhib,PNC inhibitor,IMPase inh,ALOX15B inhib
COc1ccccc1OCc1ccc(C(=O)n2nc(C)c(Cl)c2C)o1,-3%,-5,6,2%[2.29 µM]
O=C(O)CC(C(=O)O)N1C(=O)/C(=C/c2ccc(-c3nc4ccccc4s3)o2)SC1=S (stereo not drawn),-9%,?,9,-18%
CCOc1cccc(C(=O)Nc2nccs2)c1,-3%,?,0,nt
CCCOc1ccc(C2c3c(oc4ccccc4c3=O)C(=O)N2CCCN2CCOCC2)cc1 (stereo not drawn),-12%,0,13,-1%
CC(=O)N1CCc2cc(S(=O)(=O)NCCC(=O)N3CCc4ccccc4C3)ccc21,0%,?,4,-3%
O=C(Nc1ccc2c(c1)OCO2)C1CCN(C(=O)c2cccs2)CC1,-3%,6,-2,-12%
O=C(O)c1cccnc1SC1CC(=O)N(Cc2ccccc2)C1=O (stereo not drawn),13%,23,7,-4%
Cc1ccc(C(=O)CSc2nnc(-c3ccccc3N)n2C)cc1,1%,-17,-9,-4%
COc1ccc(/C=N/N=C2\CC3CCC2(C)C3(C)C)cc1O (stereo not drawn),1%,40,-2,9%
Cc1cccc(-c2nnc(SCC(=O)Nc3nc4c(s3)CCCC4)n2C)c1,0%,-4,3[0.0738 µM],nt
COc1cnn(-c2cc(Oc3ccc(C)cc3)ncn2)c(=O)c1Cl,0%,1,7,5%
CC1=CC(C)(C)N(C(=O)CSc2ncn[nH]2)c2ccccc21,7%,?,-2,12%
CC(=O)N(Cc1c(C#N)c2ccccc2n1C)c1ccccc1,-1%,-17,-5,nt
CCSC1=N/C(=C\c2cccnc2)C(=O)N1c1ccccc1,-4%,-9,-5,nt
Cc1ccc(NC(=O)NNS(=O)(=O)c2ccc(Br)cc2)cc1,2%,72,7,nt
COCCCN=C1NN=C(c2cc(C)n(Cc3ccco3)c2C)CS1,-6%,-108*,nt,nt
COC1=C(N)C(=O)c2nc(-c3nc(C(=O)O)c(C)c(-c4ccc(OC)c(OC)c4O)c3N)ccc2C1=O,-5%,-115*,nt,nt
CCCOC(=O)c1cc(=O)[nH]c2ccccc12,-5%,26,3,-9%
CC(c1ccccc1)N1CC(C(=O)N2CCN(c3ccccc3)CC2)CC1=O (stereo not drawn),3%,-6,0,0%
O=[N+]([O-])c1cc(Cl)cc(C2=NCCN2)c1,4%,26,8,-9%
O=C(N/N=C/C=C\c1ccccc1[N+](=O)[O-])c1cccs1,0%,-2,8,nt
Cc1ccn(C(=O)c2cc3c(C)nn(-c4ccccc4)c3s2)n1,-1%,-22,0,5%
COC(=O)C1=C(C)N(c2ccccc2)/C(=C/c2cccs2)C1=O,-2%,?,5,3%
CCOC(=O)C(=O)NNc1ccccc1C,-8%,73,3,nt
Cc1ccc2cc(/C=N/NC(=O)CN3CCOCC3)c(Cl)nc2c1,0%,?,7,3%
SMILES,ALOX12 inhib,PNC inhibitor,IMPase inh,ALOX15B inhib
CC(C)CCN1C(=O)c2ccccc2C1C(=O)NCc1cccnc1 (stereo not drawn),4%,6,-15,-7%
CCCC1=C([O-])C2N=CC=CC2=[N+](c2ccccn2)C1=O (stereo not drawn),-2%,-1,nt,nt
Cc1ccsc1C(=O)OCC(=O)Nc1cccc(S(=O)(=O)N2CCOCC2)c1,-2%,-22,2,nt
CCOC(=O)c1ccccc1NC(=S)N1CCC(C)CC1,0%,45,nt,nt
CCOC(=O)c1c(-c2ccc(Cl)cc2)c(C#N)c(=O)n(N)c1N,5%,43,-2[1.84 µM],3%[11.4 µM]
CCn1c(C(=O)N2CCC(C(=O)NCc3cccs3)CC2)cc2sccc21,0%,33,4,2%
Cc1ccc(Sc2ncccc2C(=O)NC2CCCCCC2)cc1C,2%,-20,-3,nt
Cc1ccc2nsnc2c1S(=O)(=O)N1CCOCC1,2%,30,-3,-2%
COc1ccc(C2CC(=O)CC(=O)C2n2cncn2)cc1 (stereo not drawn),1%,-6,-7,0%
CC(C)(O)C(=O)O,3%,nt,nt,12%
CCCOc1ccc(/C(O)=C2/C(=O)C(=O)N(CCN(C)C)C2c2ccco2)cc1 (stereo not drawn),-7%,-23,-2,8%
COc1ccc(OC)c(S(=O)(=O)N2c3ccccc3CC2C)c1 (stereo not drawn),-4%,35,8,-1%
Oc1c(Br)cc(Br)cc1CN(Cc1cc(Br)cc(Br)c1O)C1CCCCC1,-16%[11.4 µM],nt,nt,-6%[11.4 µM]
COc1ccc(-c2ccc(Nc3ccc(C(=O)N4CCOCC4)cc3)nn2)cc1OC,1%,-2,18,nt
Cc1ccc(-n2c(C)cc(C)c(C#N)c2=O)cc1,-3%,-26,?,0%
O=C(CS(=O)(=O)c1c[nH]c2ccccc12)N1CCCCC1,-1%,-18,-2,12%
O=C(CN1CCN(C(=O)c2ccco2)CC1)Nc1cc(Cl)ccc1Cl,3%,12,3,?
Cc1ccc(S(=O)(=O)N(C)Cc2nc(-c3ccc(Br)cc3)no2)cc1,-11%,17,8,-12%
C/C(CC1(O)C(=O)Nc2ccccc21)=N\O (stereo not drawn),-12%,27,6,4%
COc1cc(NS(=O)(=O)c2ccc(C)c(C)c2)c(OC)cc1Cl,3%,?,4,-3%
CCN(CC)CC(=O)Nc1ccc(-c2nc3cc(NC(=O)CN(CC)CC)ccc3o2)cc1,1%,-1,10,46%[activator]
CC1(C)Cc2c(C#N)c(N3CCN(C(=O)c4ccccc4)CC3)nc(Cc3ccccc3)c2CO1,-2%,10,17,-6%
CC(=O)NC1C(=O)SC1(C)C (stereo not drawn),-5%,-5,-7,-12%
CCOC(=O)N1CCC(NC(=O)C2CCCN(S(=O)(=O)c3cccc4nsnc34)C2)CC1 (stereo not drawn),0%,-16,11,-17%
O=[N+]([O-])c1ccc(N2CCCCCC2)c([N+](=O)[O-])c1,-9%,-5,9,-10%

# Of the compounds above, two contain fluorine.
SMILES,ALOX12 inhib,PNC inhibitor,IMPase inh,ALOX15B inhib
O=C1OCCN1C(=O)[C@H]1[C@H](c2ccccc2)C(c2ccc(F)cc2)=NN1c1ccc(Br)cc1,-7%[0.00818 µM],nt,nt,-5%[0.0915 µM]
O=C(COc1ccc2c(C(F)(F)F)cc(=O)oc2c1)Nc1ccc(N2CCOCC2)cc1,-3%,?,-1,nt

# Taken from above:
# `Cc1ccc(S(=O)(=O)N(C)Cc2nc(-c3ccc(Br)cc3)no2)cc1` | IMPase inh = 8
# `COc1ccc(-c2ccc(Nc3ccc(C(=O)N4CCOCC4)cc3)nn2)cc1OC` | ALOX12 inhib = 1%

# The listing continues.
SMILES,ALOX12 inhib,PNC inhibitor,IMPase inh,ALOX15B inhib
O=C1c2[nH]nc(-c3ccccc3O)c2C(c2ccccc2F)N1Cc1ccco1 (stereo not drawn),-18%,17,3,-18%
CCNc1nc(NCc2ccccc2)nc(Oc2ccc(=O)[nH]n2)n1,0%,324,7,nt
O=[N+]([O-])c1ccc(N/N=C2/CCCCC2c2ccccn2)cc1 (stereo not drawn),?,-28,8,nt
c1ccc2c(c1)C(=Nn1cnnc1)c1ccccc1-2,1%,6,6,2%
O=C(NCCCNc1ccc([N+](=O)[O-])cc1)C(F)(F)F,?,25,nt,nt
Cc1onc(-c2c(F)cccc2Cl)c1C(=O)NC(=S)NC1CCS(=O)(=O)C1 (stereo not drawn),-4%,4,nt,nt
Cc1cccc(C(=O)n2c(=S)nc3ccccn32)c1,-2%,2,-8,-3%
COc1ccc2c(c1)cc(C)c1nnc(SCC(=O)N(C)c3nc(-c4ccccc4)cs3)n12,-2%,-3,5,?
c1ccc(C2CC(c3ccccc3)n3ncnc3N2)cc1 (stereo not drawn),1%,?,-4,24%
CN(C)CCOC(=O)CCc1ccccc1,1%,-1,11,4%
O=C(NC(=S)Nc1ccccn1)c1ccc([N+](=O)[O-])cc1,2%,-85*,nt,nt
C=CCn1c(CNc2ccc(C)cc2)nnc1SCC(=O)N/N=C/c1ccc(O)cc1O,-28%,-3,?,19%
CC(=O)N1CCC2(CC1)CC(=O)c1cc(OCC(=O)NCc3ccco3)ccc1O2,6%,3,-6,-5%
CCN(CC)C(=S)Nc1ccc(Cl)c(Cl)c1,-4%,-16,nt,nt
CCOc1ccc2ncc(S(=O)(=O)c3ccccc3)c(N3CCN(c4ccc(OC)cc4)CC3)c2c1,1%,3,nt,nt
O=c1cc(CSc2ccc(Cl)cc2)nc(N2CCCCC2)[nH]1,-3%,14,12,-1%
NC=O,-4%,nt,nt,-4%
COc1ccc(C(=O)/C=C/c2ccccc2F)c(OC(=O)c2ccc([N+](=O)[O-])cc2)c1,6%,89,17,-8%
CS(=O)(=O)N(CC(=O)NCc1ccco1)c1ccc2c(c1)OCO2,0%,-1,-5,1%
